# Screening results deposited in PubChem by several laboratories.
# SUMO1-SIM PPI = modulators of human SUMO1-mediated protein-protein interactions | SUMO1 binding to a labelled peptide, TR-FRET, 1 h | inhibition, % at 20 µM | 0.33% of 360,000 active | AID 602429 | P63165; in the data active = inhibition above about 37%
# TbMetRS inhib = Trypanosoma brucei MetRS inhibition; 0.4% of 360,000 active; inhibition, % at 11.9 µM; purified T. brucei MetRS, ATP depletion, Kinase-Glo luminescence;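 active = inhibition above a per-plate cutoff of the control wells' mean inhibition plus 3 SD, cut at about 5.5% in these data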;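 note: 0% = DMSO wells median and 100% = median of wells with control inhibitor compound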
#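 Dosing: 11.9 µM compound single dose, 0.9% DMSO; Assay system: purified T. brucei MetRS enzyme; Measured by: Kinase-Glo luciferase luminescence reporting remaining unconsumed ATP; Schedule: 15 min plus 2 h at 25 °C.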
# STEP inh = STEP (human) phosphatase inhibition. recombinant STEP, OMFP fluorogenic substrate, fluorescence. 0.25% of 360,000 active. P54829. AID 588621. inhibition, % at 20 µM;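 active = inhibition at 20 µM, scaled per plate between control wells, above about 37%, limit read from the data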;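 note: 0% = DMSO with enzyme and substrate and 100% = substrate only without enzyme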
#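 System: STEP phosphatase, cell-free reaction; Buffer or medium: Bis-Tris pH 6.0 buffer with DTT, detergent; Incubation: 20 min at room temperature, dark; Measured by: fluorescence, 480/540 nm.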
# NadD inh = inhibitors of Staphylococcus aureus NadD; purified NadD enzyme, colorimetric absorbance read-out; inhibition, % at 20 µM; 0.78% of 360,000 active; AID 602399; in the data active = inhibition above about 26%; note: some compounds past the cut are filed as inactive
# DNMT1 block = DNMT1 (human) enzyme inhibition. P26358. DNMT1 molecular beacon, Hinp1I cleavage, fluorescence. inhibition (reported as % activation of signal), % at 10 µM. 0.83% of 360,000 active; in the data active = inhibition above about 50%
# Target sequence (P26358 504-1616 limits assumed): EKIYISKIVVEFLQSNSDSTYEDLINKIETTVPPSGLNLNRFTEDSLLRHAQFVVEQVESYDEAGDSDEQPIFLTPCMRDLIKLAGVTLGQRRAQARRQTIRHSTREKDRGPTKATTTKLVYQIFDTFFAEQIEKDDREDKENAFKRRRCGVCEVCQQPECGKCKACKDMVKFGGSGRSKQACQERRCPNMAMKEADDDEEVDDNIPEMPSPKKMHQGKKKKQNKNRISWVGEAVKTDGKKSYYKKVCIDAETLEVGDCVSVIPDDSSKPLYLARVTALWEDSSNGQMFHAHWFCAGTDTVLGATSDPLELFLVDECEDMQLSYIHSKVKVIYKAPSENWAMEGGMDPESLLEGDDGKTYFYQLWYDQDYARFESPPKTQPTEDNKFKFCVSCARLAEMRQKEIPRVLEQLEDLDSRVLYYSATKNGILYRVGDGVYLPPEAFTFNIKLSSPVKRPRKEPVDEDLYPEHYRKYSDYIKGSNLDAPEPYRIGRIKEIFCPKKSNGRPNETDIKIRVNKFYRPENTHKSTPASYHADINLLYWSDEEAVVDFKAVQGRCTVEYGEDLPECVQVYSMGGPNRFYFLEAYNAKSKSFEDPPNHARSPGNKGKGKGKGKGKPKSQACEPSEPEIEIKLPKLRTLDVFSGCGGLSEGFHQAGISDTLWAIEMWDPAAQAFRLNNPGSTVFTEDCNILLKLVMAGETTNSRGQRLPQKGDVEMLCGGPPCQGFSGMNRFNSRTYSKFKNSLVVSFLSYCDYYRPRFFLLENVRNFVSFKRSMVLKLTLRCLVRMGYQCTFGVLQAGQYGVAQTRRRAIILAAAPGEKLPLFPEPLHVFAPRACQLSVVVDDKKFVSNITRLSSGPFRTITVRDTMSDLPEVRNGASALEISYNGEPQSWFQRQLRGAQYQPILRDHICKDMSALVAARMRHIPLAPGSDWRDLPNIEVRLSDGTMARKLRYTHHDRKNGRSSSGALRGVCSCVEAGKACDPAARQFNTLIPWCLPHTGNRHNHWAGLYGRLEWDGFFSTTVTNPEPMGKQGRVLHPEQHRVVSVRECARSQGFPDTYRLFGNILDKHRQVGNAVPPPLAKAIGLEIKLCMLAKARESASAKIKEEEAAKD
# LMPTP block = LMPTP (human) inhibition. P24666. recombinant LMPTP-A, OMFP fluorogenic substrate, fluorescence intensity. inhibition, % at 20 µM. 0.22% of 360,000 active. AID 651560;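 active = compounds that cut the enzyme signal by at least half of the control window in the single-dose screen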;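 note: plate controls were DMSO wells with enzyme plus substrate for no effect and substrate without enzyme for full effect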
#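 Assay system: LMPTP-A enzyme. Input: 0.625 nM LMPTP-A final. Probe or stimulus: 400 µM OMFP. Compound dosing: single 20 µM dose. Schedule: 50 min dark incubation at room temperature. Detection: fluorescence intensity of OMFP turnover product. Read-out: percent inhibition versus substrate-only and uninhibited controls. Benchmarks: no-enzyme low control, uninhibited high control.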
# PABP1 MLLE inh = inhibitors of microRNA-mediated deadenylation, human PABP1 MLLE binding; P11940; 0.36% of 360,000 active; inhibition, % at 20 µM; GST-MLLE / FITC-PAM2 fluorescence polarization; in the data active = inhibition above about 35%, passing the limit was not always enough;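 note: plate controls were DMSO wells with GST-MLLE for no effect and wells lacking GST-MLLE protein for full effect; some results filed as inactive read as strong as hits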
# Rpn11 inh = Rpn11 (human) deubiquitinase inhibition. human 26S proteasome, Ub4-pepOG fluorescence polarization; 20S core pre-blocked with epoxomicin. calls only at 20 µM. 0.59% of 360,000 active. AID 588493;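 active = inhibition at 20 µM, scaled to each plate's controls, above about 33%, limit read from the data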
# CSN inh = blocks human CSN-mediated cullin deneddylation; Q92905; Purified CSN, SCF-Nedd8-OG deneddylation, fluorescence polarization; inhibition, % at 12.5 µM; 0.38% of 360,000 active; AID 651999;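 active = pattern-corrected inhibition above about 35%, with an unprinted fluorescence ratio check between 0.5 and 1.5, limit read from the data, passing the limit was not always enough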;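 note: 0% = enzyme with substrate and 100% = substrate without enzyme; some results filed as inactive read as strong as hits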
#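 Schedule: reaction 90 min, room temperature / Assay system: HEK293T-derived human Csn5 enzyme / Input: Csn5 at 0.24 nM final / Measure: inhibition of Csn5 cleavage, % / Control set: substrate-only high control, full reaction low control / Technique: fluorescence polarization of the substrate / Buffer or medium: Tris/NaCl/DTT buffer, pH 7.5 / Reagent: SCFSkp2-Nedd8OG substrate at 10 nM final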
# Scp-1 inhibitor = inhibitors of human Scp-1 phosphatase. Q9GZU7. AID 493091. Recombinant Scp1, phosphopeptide, malachite green phosphate absorbance. inhibition, % at 20 µM. 0.88% of 340,000 active;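 active = inhibition above about 50% at 20 µM, limit read from the data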;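 note: plate controls were DMSO wells with enzyme for no effect and wells lacking enzyme for full effect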
#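 Incubation: 45 min enzyme reaction at room temperature / System: truncated SCP-1 phosphatase (76-261aa) / Reagent: Phospho 17-mer peptide substrate / Buffer or medium: Acidic Tris acetate buffer with magnesium and detergent / Signal: absorbance at 630 nm / Doses: one concentration, 20 µM, with 1.0% DMSO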
# Numbers without * were called inactive; i = inactive; . = no result given; + = active, no number; & = joins results of further samples.
SMILES,SUMO1-SIM PPI,TbMetRS inhib,STEP inh,NadD inh,DNMT1 block,LMPTP block,PABP1 MLLE inh,Rpn11 inh,CSN inh,Scp-1 inhibitor
O=C(NCc1cccs1)C(=O)NCC1OCCCN1S(=O)(=O)c1ccccc1 (stereo not drawn),-1,-0.2,3,-1,-1,-1.4,15,i,-12,-1
CCO[C@@H]1OC(C(=O)N2CCCCCCC2)=C[C@H](c2cn(C(C)=O)c3ccccc23)[C@H]1CCCO,3,-0.4,0,-7,-3,-1.4,2,i,-5,4
Cn1cnnc1SCC(=O)Nc1cc(C(F)(F)F)ccc1N1CCOCC1,0,0.1,-1,6,0,-1.3,-11,i,-1,-5
COc1cccc(C2C(C(N)=O)=C(C)Nc3nc(-c4cccc(Cl)c4)nn32)c1 (stereo not drawn),2,-1.1,-1,7,-3,-1.3,-5,i,2,-2
Cc1ccc(NC(C)c2cc(Cl)ccc2O)cc1 (stereo not drawn),-2,-0.1,-3,0,-15,2.6,8,i,8,-11
Cc1ccc(-c2cnc(C(O)c3ccc(Cl)c(F)c3)[nH]2)cc1 (stereo not drawn),1,1.0,2,-1,-2,0.9,-3,i,1,.
COc1ccc(C2C3=C(CCCC3=O)Nc3n[nH]c(C)c32)cc1OC (stereo not drawn),-1,-0.5,-1,-7,0,0.0,7,i,-4,-4
COc1cccc(N2CC(=O)N(c3cccc(OC)c3)CC2=O)c1,-1,-0.8,-2,-4,-2,-1.4,0,i,-2,-4
CCOc1ccccc1COC(=O)c1cccc(-n2cnnn2)c1,4,0.0,0,-4,-6,0.5,-8,i,-5,-6
CCCn1c(-c2cccs2)nc2ccccc21,-2,-0.6,-2,-2,2,1.4,-3,i,-1,15

# Three structures already listed, arranged by heavy-atom count, ascending.
SMILES,SUMO1-SIM PPI,TbMetRS inhib,STEP inh,NadD inh,DNMT1 block,LMPTP block,PABP1 MLLE inh,Rpn11 inh,CSN inh,Scp-1 inhibitor
Cc1ccc(-c2cnc(C(O)c3ccc(Cl)c(F)c3)[nH]2)cc1 (stereo not drawn),1,1.0,2,-1,-2,0.9,-3,i,1,.
CCOc1ccccc1COC(=O)c1cccc(-n2cnnn2)c1,4,0.0,0,-4,-6,0.5,-8,i,-5,-6
COc1ccc(C2C3=C(CCCC3=O)Nc3n[nH]c(C)c32)cc1OC (stereo not drawn),-1,-0.5,-1,-7,0,0.0,7,i,-4,-4

# (list continues)
SMILES,SUMO1-SIM PPI,TbMetRS inhib,STEP inh,NadD inh,DNMT1 block,LMPTP block,PABP1 MLLE inh,Rpn11 inh,CSN inh,Scp-1 inhibitor
CCOC(=O)C1CCCN(C(=O)c2ccc(CNS(=O)(=O)c3ccc(C)cc3)cc2)C1 (stereo not drawn),0,-0.3,-3,-3,0,0.0,3,i,4,-6
Cc1c(C(=O)NCc2cccs2)oc2ccccc12,-2,-0.1,0,-10,-7,-1.3,12,i,4,-4
Cc1cc2oc(=O)cc(-c3cc4ccccc4o3)c2cc1O,14,0.4,35,15,81*,66*,0,i,15,91*
CCN(CC)C(=O)Nc1ccccc1C,2,0.2,-2,-1,4,-1.2,9,i,-1,-2
COc1ccc(CN2C(=O)NC(C)(c3ccc(C)cc3)C2=O)cc1F (stereo not drawn),-1,0.6,-2,-4,-6,6.4,-45,i,2,-1
O=C(c1ccccc1Cl)N1CCn2c1nc1ccccc12,-5,-0.8,3,0,3,-1.4,4,i,-3,3
COc1cc(OC)c(CN2CCc3c([nH]c4ccccc34)C2)cc1Br,-15,3.8,-6,0,-14,2.0,-80,.,43*,-2
CCOC(=O)CNC(=O)N(C)[C@H]1C[C@H]2c3[nH]c4ccccc4c3CCN2C(=O)[C@H]1[C@H](C)O,2,1.7,3,-1,1,-2.5,11,i,1,.
COc1ccc(NC(=O)C23CC4CC(C2)CC(c2ccccc2)(C4)C3)c(OC)c1,-3,-0.5,2,-1,4,4.9,-4,i,-9,-17
O=C(COc1ccccc1)NCC(c1cccs1)N1CCOCC1 (stereo not drawn),3,0.3,-2,3,2,-2.6,-6,i,5,-5
Clc1ccc(C2=NNC(=NCc3ccccc3)SC2)cc1,-5,-1.6,-1,2,-12,-1.5,-118,i,-2,2
CC1CCCC(C)N1/N=C/c1cc(Br)cc(Br)c1O (stereo not drawn),11,0.2,0,-3,0,2.4,14,i,-5,-7
COc1ccc(-n2c3c(c(=O)[nH]c2=O)C(NS(=O)(=O)c2ccc(Cl)cc2)(C(F)(F)F)C(=O)N3)cc1 (stereo not drawn),-3,-0.6,-2,5,4,-0.9,5,i,4,1
O=C(CCCCCn1c(=O)[nH]c2ccsc2c1=O)NCc1cccs1,1,-0.3,2,-2,2,0.5,-10,i,5,0
Cc1ccc(C(=O)COC(=O)c2ccc(Cl)c(N)c2)s1,-3,-0.5,-1,6,-6,0.2,10,i,-3,-6
CS(=O)(=O)Cc1ccc(C(=O)Nc2cccc(-c3nc4ccccc4[nH]3)c2)cc1,3,1.9,0,1,-6,6.4,-9,i,5,1
CC(C)(C)n1nc2c(c1NC(=O)Cc1ccc(F)cc1)CSC2,2,-0.6,2,8,-5,-1.6,12,i,2,-10
CN1/C(=C\C=C(C#N)C#N)C(C)(C)c2ccccc21,-5,-1.1,-196,4,18,-6.7,i,.,-75,1
C=CCNC(=O)CCCc1ccccc1,5,-0.2,1,-5,3,-0.2,2,i,-3,-5
COC(=O)[C@@]12C[C@@H](CC(=O)NCc3ccccc3)C(=O)N(Cc3cccc4ccccc34)C1=CCC(C)(C)C2,-10,-0.3,.,.,.,4.8,.,.,5,.
O=C(CC1C(=O)NCCN1Cc1c(F)cccc1Cl)NCCCn1cccn1 (stereo not drawn),2,-0.3,1,-7,2,-2.5,-6,i,3,-17
COc1ccc(N2C(=O)C3CCCN3C2c2ccc(C)cc2)cc1 (stereo not drawn),3,-0.4,-1,4,-1,0.1,-4,i,-8,-8
CN1CCN(C(=O)C[C@H]2CC[C@H]3[C@@H](COC[C@@H](O)CN3Cc3cccc(F)c3)O2)CC1,5,-0.1,.,.,.,-4.7,.,.,-3,.
O=c1c(-c2ccc(Cl)cc2)[n+]([O-])c2ccccc2n1O,-16,-0.7,-4,2,0,-1.6,23,i,-6,0
CC1(C(=O)NS(=O)(=O)c2ccccc2C(F)(F)F)CCN1C(=O)CC1CCCCC1 (stereo not drawn),2,0.7,0,4,2,-2.3,13,i,-4,.
Cc1cc(NC(=O)C2CCCCC2)n(-c2nc3ccccc3[nH]2)n1,1,-0.7,3,1,-3,4.3,10,i,-1,-7
C/C(=N\Nc1ccc(F)cc1F)c1ccc(N2CCOCC2)cc1,-4,-0.3,2,9,-22,2.4,0,i,6,2
CC(C)(C)SCCSC1=CC(=O)CC(c2ccccc2)C1 (stereo not drawn),4,-1.0,1,-3,3,0.8,10,i,8,-12
O=C1CCN(CCCc2ccccc2)CCN1[C@H](CO)c1ccccc1,2,-0.2,2,-4,4,-2.6,-9,i,-5,-7
CCOc1ccc(Nc2ccc(N3C(=O)CCC3=O)cc2[N+](=O)[O-])cc1,-33,-0.5,2,-4,0,1.3,4,i,7,-4
Cc1ccc2[nH]c(=O)c3cc(C(=O)N(C)c4ccc(C)c(C)c4)sc3c2c1,-3,-0.1,2,0,14,-0.5,0,i,5,-2
O=C(NC1CCCCC1)c1ccc2ccccc2c1O,-10,-0.3,-4,-9,-1,1.6,11,i,-1,.
CCSc1nnc(NC(=O)c2cc(C)oc2C)s1,1,-1.1,-4,1,-2,1.7,6,i,-3,5
COc1ccc(CNC(=O)C(=O)NCCC2CCCCN2S(=O)(=O)c2cccs2)cc1 (stereo not drawn),4,-0.4,2,-12,-2,0.1,6,i,-3,-6
CC(C(=O)NC1CCS(=O)(=O)C1)N1C(=O)/C(=C/c2ccc(Cl)cc2)SC1=S (stereo not drawn),-16,0.5,5,-1,-2,1.8,22,i,3,-2
Cc1nn(Cc2c(F)cccc2Cl)c(C)c1NC(=O)C1CC1,-3,-0.8,0,-1,3,-1.7,8,i,-1,8
COC(=O)c1ccccc1NC(=O)CSc1nc2cccnc2n1C,-1,-0.6,-2,-8,2,0.1,1,i,1,4
O=C(Cn1cc2c(n1)CCCC2)Nc1ccccc1Cl,2,1.2,3,-3,-2,-0.3,7,i,-1,0
C=CCn1c(Cc2cccs2)nnc1SCC(=O)Nc1ccc(C(=O)OCC)cc1,5,0.2,-2,-1,-5,-0.1,-19,i,1,0
COc1cccc(C2C(C#N)=C(N)Oc3cc(C)[nH]c(=O)c32)c1OC (stereo not drawn),-2,-0.1,0,2,0,0.1,-9,i,-8,4
COc1cc(OC)c(N(C)S(=O)(=O)c2cccc(C(=O)NCc3cccs3)c2)cc1Cl,-2,-0.2,0,4,-6,0.4,-122,i,-5,.
COc1cc([N+](=O)[O-])cc(/C=N/NC(=O)c2cc(-c3ccccc3)nc3ccccc23)c1O,-3,-0.3,-1,24,-1,1.0,-125,+,24,-15
CCn1cc(/C=C(\NC(=O)c2ccccc2OC)C(=O)NCCCN2CCOCC2)c2ccccc21,-5,-0.1,1,-6,-1,-2.2,1,i,-2,-8
CCOc1ccc2nc(SCC(=O)Nc3ccc4c(c3)OCCO4)[nH]c2c1,4,0.1,1,2,-5,2.2,-43,i,5,0
CC(NS(=O)(=O)c1ccc2c(c1)C(=O)c1cc(S(=O)(=O)NC(C)C(=O)O)ccc1-2)C(=O)O (stereo not drawn),-6,0.0,-1,-7,1,-1.2,-6,i,4,3
CCCC(=O)Nc1ncnc2c1ncn2[C@@H]1O[C@@H]2COP(=O)(O)O[C@H]2[C@H]1OC(=O)CCC,-1&3,-1.0&-0.5,-1&0,0&3,2&6,-1.7&0.0,7&-2,i,-5&-4,-9&-6
COc1ccc(NC(=O)c2ccc3c(c2)S(=O)(=O)c2ccccc2C3=O)cc1,-1,-0.3,-2,1,2,0.4,-5,i,1,-3
COc1ccc(C(=O)NCCS(=O)(=O)N2CCOCC2)cc1,0,-0.3,-2,-3,1,-0.8,0,i,-7,-1

# Hits appear at their usual frequency; about 3.6% have a hit in one of these screens.
